JMJD2C inh = blocks human GASC-1 demethylase activity; inhibition, % at 2.35 µM; AID 2099; 330,000 compounds, 0.069% hits; Q9H3R0; GST-JMJD2C(1-420) H3K9me3 demethylation, DELFIA europium;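 active means more than half of a compound's replicate wells show inhibition beyond 50%, single wells judged on their own value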;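 further: signal counts dimethyl H3K9 product captured on neutravidin plate; 0% = median of DMSO wells and 100% = 0.3 times that DMSO median; strong numbers were not always called active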
Target sequence (Q9H3R0 1-420 limits assumed): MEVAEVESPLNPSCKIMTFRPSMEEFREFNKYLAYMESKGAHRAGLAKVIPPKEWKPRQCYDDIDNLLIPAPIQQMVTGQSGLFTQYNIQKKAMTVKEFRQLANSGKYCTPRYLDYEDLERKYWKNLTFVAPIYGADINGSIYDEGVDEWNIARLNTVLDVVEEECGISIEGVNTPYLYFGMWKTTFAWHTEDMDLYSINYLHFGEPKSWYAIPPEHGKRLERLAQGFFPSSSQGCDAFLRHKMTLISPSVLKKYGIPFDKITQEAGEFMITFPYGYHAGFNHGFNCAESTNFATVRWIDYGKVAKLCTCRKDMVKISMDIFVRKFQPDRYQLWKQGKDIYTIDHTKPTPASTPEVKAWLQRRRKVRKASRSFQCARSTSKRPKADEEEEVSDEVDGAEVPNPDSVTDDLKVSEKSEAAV
Fh CTSL1 inh = counter-screen for PFM18AAP inhibitors: inhibitors of F. hepatica cathepsin L1; inhibition, % at 5.96 µM; recombinant F. hepatica cathepsin L1, Z-Leu-Arg-MCA fluorescence; 300,000 compounds, 0.49% hits;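 active means inhibition above the mean of all tested compounds plus 3 SD, set per screening campaign, cut at about 17% in these data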;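 further: 0% = plate median of test compound wells and 100% = 1 µM Z-Phe-Ala-diazomethylketone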
core dimer inh = blocks dimerization of HCV core protein; TR-FRET GST/Flag-core106 dimerization, 1536-well; inhibition, % at 5 µM; 300,000 compounds, 0.33% hits; AID 1899;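 active means inhibition above the mean of all tested compounds plus 3 SD, set per screening campaign, cut at about 45% in these data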
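Material: GST/Flag-tagged HCV core106 proteins. Incubation: 4 h, 22.5 °C incubation. Read-out basis: inhibition (%) from 671 over 617 nm ratio. Measured by: TR-FRET, excitation 340 nm, emission 617 and 671 nm.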
LYPLA2 inh = blocks human lysophospholipase 2, a PME1 counter-screen; O95372; recombinant LYPLA2, FP-Rh probe fluorescence polarization; inhibition, % at 5.9 µM; 320,000 compounds, 0.38% hits; AID 2177;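 active means inhibition above the screen-wide mean plus 3 SD, limit set per campaign, cut at about 26% in these data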;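 further: 0% = LYPLA2 with DMSO and 100% = wells lacking LYPLA2 enzyme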
TPT1 inhibitor = C. albicans TPT1 enzyme inhibition | recombinant caTPT1, FP RNA substrate dephosphorylation | inhibition, % at 5 µM | 300,000 compounds, 0.81% hits | AID 1962;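 active means inhibition above the mean of all tested compounds plus 3 SD, set per screening campaign, cut at about 24% in these data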;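 further: plate controls were DMSO alone for no effect and ferristatin control at 100 nM for full effect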
Efflux pump mplx = blocks antifungal efflux pumps in multiplex yeast assay. S. cerevisiae Candida pump triplex, Nile Red efflux. inhibition, % at 10 µM. 330,000 compounds, 0.44% hits. AID 485275;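 active means plate passing quality check with inhibition over a set limit, or well fluorescence over plate mean plus 4 SD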;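 further: Nile Red retained in pooled yeast measured as flow cytometry median fluorescence; 0% = buffer negative control and 100% = Enniatin B positive control; higher means more Nile Red kept so more efflux inhibition; some compounds called inactive have numbers as strong as hits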
PP5 primary = blocks human protein phosphatase 5 activity. 320,000 compounds, 0.18% hits. AID 1987. inhibition, % at 6.7 µM. P53041. purified PP5c, OMFP substrate fluorescence;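 active means inhibition above the campaign's mean inhibition across all tested compounds plus 3 SD, cut at about 9.5% in these data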;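 further: 0% = DMSO only and 100% = 100 µM cantharidin control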
Target sequence (P53041 whole entry, looked up): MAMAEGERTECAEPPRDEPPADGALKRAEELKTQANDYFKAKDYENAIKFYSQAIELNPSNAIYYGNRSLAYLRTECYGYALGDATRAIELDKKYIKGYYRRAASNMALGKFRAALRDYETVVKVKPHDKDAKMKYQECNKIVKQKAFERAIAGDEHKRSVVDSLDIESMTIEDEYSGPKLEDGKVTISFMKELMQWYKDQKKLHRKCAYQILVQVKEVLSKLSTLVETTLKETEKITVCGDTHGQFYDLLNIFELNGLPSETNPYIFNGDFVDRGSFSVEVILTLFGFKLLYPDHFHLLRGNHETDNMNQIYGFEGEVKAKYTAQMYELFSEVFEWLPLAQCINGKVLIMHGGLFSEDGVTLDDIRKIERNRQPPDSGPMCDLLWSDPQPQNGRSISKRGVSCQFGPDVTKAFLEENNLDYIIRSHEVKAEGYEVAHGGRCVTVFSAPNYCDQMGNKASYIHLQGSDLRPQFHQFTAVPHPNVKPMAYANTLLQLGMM
PP1 inh = PP1-alpha (human) inhibition in PP5 counter-screen; 320,000 compounds, 0.9% hits; AID 2235; purified PP1alpha, OMFP fluorescence; inhibition, % at 6.7 µM; P62136;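 active means inhibition above the mean inhibition of all tested compounds plus 3 SD, computed separately for each screening campaign, cut at about 15% in these data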
PREPL inh = inhibits the human prolyl oligopeptidase-like enzyme. inhibition, % at 5.96 µM. recombinant PREPL, fluorescence polarization activity-based probe. Q4J6C6. AID 2751. 320,000 compounds, 0.68% hits; in the data active means inhibition above about 43%;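 further: 0% = enzyme with DMSO and 100% = wells lacking enzyme; many of its hits are not listed in these tables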
* hit, by the source's call; · = not tested or not shown. A portion of the library, so the mix of outcomes need not match the whole.

1. O=C(NCCc1ccccc1)C1CCN(S(=O)(=O)c2ccc(-n3cnnn3)cc2)CC1
2. COC(=O)/C(=C1/Oc2cc3c(cc2S1)OCO3)C(F)(F)F
3. CC1(C)Cc2nc3oc4c(NCc5ccccc5)ncnc4c3cc2CO1
4. CC(=O)c1ccc(S(=O)(=O)N2CCC(NC(=O)Nc3cccc(F)c3)CC2)cc1
5. Nc1c(-c2ccccc2)c(CN2CCOCC2)nn1-c1ccccc1
6. Cc1cc(C(=O)N/N=C\c2cc(C(C)(C)C)c(O)c(C(C)(C)C)c2)n[nH]1
7. O=C(CN1CCCCCCC1)N/N=C/c1ccccc1F
8. Cc1c(C#N)c2ncn(CC#N)c(=O)c2n1-c1ccccc1
9. Brc1ccccc1-c1nnc(COc2ncnc3ccccc23)o1
10. Clc1cc(Cl)cc(C2=NCCC(c3ccccc3)O2)c1 (stereo not given)

compound no.,1,2,3,4,5,6,7,8,9,10
JMJD2C inh,2,2,1,1,-8,12,7,-15,-15,1
Fh CTSL1 inh,-2,1,2,2,0,4,1,0,2,-7
core dimer inh,-1,4,1,2,4,11,-4,3,0,-4
LYPLA2 inh,6,1,-3,37*,-2,-11,10,1,-2,2
TPT1 inhibitor,0,5,-1,2,0,-4,0,-2,6,-3
Efflux pump mplx,-0.1,0.1,0.4,-0.1,-0.1,-0.1,0.2,0.1,0.0,-0.1
PP5 primary,0.7,4.2,0.3,1.5,2.7,3.3,2.4,1.3,-0.4,2.3
PP1 inh,-3,0,3,1,-1,4,-1,-4,3,6
PREPL inh,7,1,2,-6,-7,-6,5,13,6,-45

11. CC1(C)Oc2ccc3ccc(=O)oc3c2C(N2CCCCC2)C1O (stereo not given)
12. Cc1ccc(-c2ccc(CCC(=O)O)n2-c2ccc(O)cc2)cc1
13. C=C(C)COc1ccc(-c2nc(N)ncc2-c2ccc(Cl)cc2)c(O)c1
14. CC(C)(Cc1ccc(O)cc1)NC(=O)CC(=O)N=Nc1c(O)[nH]c2cc(Br)ccc12
15. CO/N=C/c1c(-c2ccccc2)nn(C)c1Cl
16. Cn1c(N)c(C(=O)c2cc(-c3ccncc3)nc3ccccc23)c(=O)n(C)c1=O
17. c1ccc2nc(-c3ccc(-n4ccnc4)cc3)ccc2c1
18. O=C(COC(=O)Cc1ccc(F)cc1)NCCc1ccccc1
19. O=C(NNC(=S)NCc1ccccc1)c1ccc2c(c1)OCO2
20. Cc1ccc(CN2CC(=O)N3[C@H]4c5cc(Cl)ccc5OC[C@@H]4[C@H](c4ccccc4)[C@]3(C)C2=O)cc1

compound no.,11,12,13,14,15,16,17,18,19,20
JMJD2C inh,26,10,-3,1,4,20,-25,-4,-8,·
Fh CTSL1 inh,0,5,0,-2,6,-2,-2,-13,-2,·
core dimer inh,-17,-2,-1,-6,1,-2,3,-2,-4,·
LYPLA2 inh,-1,-4,0,-3,0,-5,2,-3,1,4
TPT1 inhibitor,14,7,-3,1,-2,2,-1,0,-1,·
Efflux pump mplx,0.3,0.2,0.0,0.1,0.2,0.0,0.0,0.1,0.9,0.3
PP5 primary,2.9,3.0,2.7,3.0,2.4,-1.6,1.7,0.2,1.9,2.9
PP1 inh,-2,-11,2,7,-2,-5,5,1,0,6
PREPL inh,18,6,15,-9,14,2,-14,-7,-1,-5

Single entries from above:
Under Efflux pump mplx, #17 reads 0.0
Under TPT1 inhibitor, #16 reads 2
Under PP5 primary, #20 reads 2.9
Under core dimer inh, #19 reads -4

(cont.)
21. O=C(Nc1ccc2c(c1)OCO2)c1cccc(Cl)c1
22. Cc1ccc(S(=O)(=O)N2CCOC2CNC(=O)C(=O)NCc2ccc(Cl)cc2)cc1 (stereo not given)
23. Cc1ccc(C(=O)OCC2OC3OC(C)(C)OC3C2O)cc1 (stereo not given)
24. Cc1ccc(CC(=O)Nc2ccccc2N2CCOCC2)cc1C
25. Nc1nc(Nc2ccc(Cl)cc2Cl)nc(C(F)(F)F)n1
26. Cc1c(Cc2ccccc2)c(=O)oc2cc(OC(=O)c3ccccc3)ccc12
27. CCOC(=O)C1CCCN(C(=O)CSc2nc(C)cc(C)n2)C1 (stereo not given)
28. COc1ccccc1CN1CCCC(CN(CCN(C)C)C(=O)c2ccc(C)cc2)C1 (stereo not given)
29. O=C(O)CN1C(=O)/C(=C\c2cc(Br)ccc2OCc2ccc(F)cc2)SC1=S
30. COc1cc(NC(=O)c2cccc(Br)c2)nc(OC)n1

compound no.,21,22,23,24,25,26,27,28,29,30
JMJD2C inh,-7,-8,-8,2,-2,13,4,5,-5,9
Fh CTSL1 inh,1,1,5,1,2,-14,-4,-5,-4,1
core dimer inh,2,1,-11,4,2,7,-6,-6,25,3
LYPLA2 inh,3,6,4,23,-9,7,2,-3,41*,-8
TPT1 inhibitor,-1,2,-3,-23,1,2,0,-3,-3,-8
Efflux pump mplx,0.0,-0.2,0.0,0.1,0.0,0.1,0.0,-0.1,-0.2,0.0
PP5 primary,-2.7,4.5,1.1,0.8,0.8,-1.1,-1.2,-0.4,3.6,0.7
PP1 inh,-1,-2,3,6,-2,-6,3,-3,17*,4
PREPL inh,4,-1,11,4,-18,-4,2,10,24,-4

Three structures from above, sorted by number of heavy atoms, ascending.
23. Cc1ccc(C(=O)OCC2OC3OC(C)(C)OC3C2O)cc1 (stereo not given)
24. Cc1ccc(CC(=O)Nc2ccccc2N2CCOCC2)cc1C
26. Cc1c(Cc2ccccc2)c(=O)oc2cc(OC(=O)c3ccccc3)ccc12

compound no.,23,24,26
JMJD2C inh,-8,2,13
Fh CTSL1 inh,5,1,-14
core dimer inh,-11,4,7
LYPLA2 inh,4,23,7
TPT1 inhibitor,-3,-23,2
Efflux pump mplx,0.0,0.1,0.1
PP5 primary,1.1,0.8,-1.1
PP1 inh,3,6,-6
PREPL inh,11,4,-4

Other records.
31. CC(C)CNC(=O)CC(=O)N/N=C/c1ccc(F)cc1
32. O=C(NCCC1=CCCCC1)c1ccc2c(=O)n3c(nc2c1)CCCCC3
33. Cc1cc(NC(=O)C2CCCN(S(=O)(=O)c3c(C)noc3C)C2)no1 (stereo not given)
34. O=C(CSc1nc(O)c(C(c2ccccc2)c2ccccc2)c(=O)[nH]1)N1CCOCC1
35. CC1=CC(=O)C=C(C)C1=NOC(=O)/C=C\c1ccccc1
36. CCOC(=O)c1ccc(NC(=O)NCc2ccc(OC)cc2)cc1
37. COc1ccc(CN2CCn3ncc(C(=O)Nc4cc(C)cc(C)c4)c3C2=O)cc1
38. N#Cc1c(Cl)nc2c(c1C#N)CCCC2
39. O=C(NCCc1ccccn1)c1ccc(COc2ccccc2)o1
40. O=[N+]([O-])c1cc(NCCO)c(N2CCCCCC2)c2nonc12

compound no.,31,32,33,34,35,36,37,38,39,40
JMJD2C inh,0,-1,18,11,5,-2,-3,7,7,-1
Fh CTSL1 inh,-1,-6,-6,2,-8,3,-1,-2,-1,6
core dimer inh,-26,4,-2,-3,-7,-9,18,-4,-2,6
LYPLA2 inh,1,-7,-3,7,-5,3,-2,-7,-3,6
TPT1 inhibitor,2,-3,-4,-3,-5,11,0,-2,-3,-1
Efflux pump mplx,0.0,0.0,-0.1,-0.1,-0.1,-0.1,0.1,0.0,-0.1,0.0
PP5 primary,-0.3,2.4,0.8,-1.1,-0.5,4.1,2.2,3.3,-4.7,0.1
PP1 inh,-4,3,1,-4,0,-3,8,-4,-2,-2
PREPL inh,1,1,5,9,5,6,-5,-8,-21,5

41. CC(C)C1=NN(C(=O)c2cccnc2)C(O)(C(F)(F)F)C1 (stereo not given)
42. CCN(CC)CCNC(=O)c1cc2c(-c3ccc(Cl)cc3)nn(C)c2s1
43. COc1cccc(N2CCN(C(=O)C3CCCN(S(=O)(=O)c4cnc[nH]4)C3)CC2)c1 (stereo not given)
44. COc1ccc(S(=O)(=O)N(Cc2ccccc2)Cc2nc3ccccc3c(=O)[nH]2)cc1
45. Cc1onc(-c2c(Cl)cccc2Cl)c1COC(=O)c1ccc([N+](=O)[O-])cc1
46. COCCCn1c(=S)[nH]c2c(sc3ccccc32)c1=O
47. Cc1ccsc1C1C2=C(CCCC2=O)Nc2ncnn21 (stereo not given)
48. CCOc1cc(/C=C/C(=O)OCC(=O)NC2CCS(=O)(=O)C2)ccc1OCc1ccccc1 (stereo not given)
49. Cc1ccc(S(=O)(=O)N2CCN(CCOc3c(Cl)cccc3Cl)CC2)cc1C
50. O=C(c1cc2cc([N+](=O)[O-])ccc2s1)N1CCCCC1

compound no.,41,42,43,44,45,46,47,48,49,50
JMJD2C inh,2,17,7,4,-6,1,6,-11,-13,15
Fh CTSL1 inh,1,-3,0,-1,3,0,5,6,·,1
core dimer inh,0,6,1,12,0,14,-3,2,·,-1
LYPLA2 inh,-1,-8,1,4,3,-3,5,0,0,6
TPT1 inhibitor,0,-1,-2,1,-1,-2,2,-1,·,-5
Efflux pump mplx,0.0,0.2,0.0,-0.2,0.1,0.0,0.1,0.0,0.6,0.1
PP5 primary,-0.4,2.4,1.3,4.3,-0.7,2.0,2.9,0.7,2.3,-0.8
PP1 inh,-4,-8,-4,6,0,-4,-2,1,-3,-3
PREPL inh,2,-77,-1,4,13,-6,-28,13,3,1

51. C=CCc1ccc(OCCCCN2CCC(C)CC2)c(OC)c1
52. Cc1cccc(C(=O)N[C@@H](C)C(=O)N2CCN(c3ncccn3)CC2)c1
53. CCOC(=O)c1cnc(-n2nc(C)cc2C)nc1N(CC)CC
54. COCC(=O)n1nc(-c2ccccc2)nc1NCc1ccc(N(C)C)cc1
55. CC(=O)N1CCN(c2ccc(NC(=O)c3ccc(N4CCCC4)c([N+](=O)[O-])c3)cc2Cl)CC1
56. CCN1C=C(Cc2ccccc2C)C2=C(C1)C(c1ccccc1C)C(C#N)=C(N)O2 (stereo not given)
57. CC(C)(C)C(=O)Nc1nnc(SCC(=O)Nc2nccs2)s1
58. CN(C)c1nc(NC(C)(C)C)nc(NC(C)(C)C)n1
59. CCn1c(SCC(=O)NNC(=O)c2ccc(C)cc2)nnc1C1CC1
60. CC(C)c1ccc(NC(=O)CSc2nc(=O)n(CCCN3CCOCC3)c3c2CCC3)cc1
61. O=c1c(/C=N/O)c(Nc2ccccc2)nc2ccccn12
62. COc1cc2[nH]c(=O)n(CCCC(=O)N3CC=C(c4ccccc4)CC3)c(=O)c2cc1OC
63. C=CCNc1nc(SCC=C)nc2ccsc12

compound no.,51,52,53,54,55,56,57,58,59,60,61,62,63
JMJD2C inh,27,21,4,-2,6,11,2,2,6,28,1,-12,9
Fh CTSL1 inh,0,·,-1,-4,-5,1,0,0,-2,1,4,12,1
core dimer inh,-12,·,-5,-5,11,29,15,2,-5,-1,-4,-1,-6
LYPLA2 inh,7,-4,4,-1,13,-9,0,1,5,1,-4,6,2
TPT1 inhibitor,-5,·,-4,1,0,6,-2,-1,-2,-3,-2,0,-1
Efflux pump mplx,-0.1,0.0,-0.1,0.4,0.0,0.0,-0.2,0.0,-0.1,0.1,0.0,-0.2,0.0
PP5 primary,-1.4,1.1,0.7,2.1,2.6,3.7,2.0,-1.2,3.3,3.2,0.5,-0.7,3.0
PP1 inh,4,-1,10,0,-3,3,-3,-3,-2,-1,1,-2,-2
PREPL inh,21,4,0,8,9,9,3,-1,0,36,17,-43,9

Source: PubChem BioAssay (several laboratories)
